SENP8 inh = SENP8 protease inhibition. purified SENP8, Z-RLRGG-aminoluciferin cleavage, luminescence. actives 1.2% (n = 330,000). Q96LD8. AID 2540. inhibition, % at 10 µM
UBC13 polyUb = inhibitors of human UBC13 polyubiquitin chain formation; P61088; TR-FRET; inhibition, % at 20 µM; actives 0.47% (n = 330,000); AID 485273; in the data active = inhibition above about 45%, passing the limit was not always enough
697 NFkB inh = inhibitors of the PMA/ionomycin-induced NF-kB reporter in 697 B cells; 697 B-cell NF-kB luciferase reporter, 16 h; inhibition, % at 4 µM; actives 0.33% (n = 330,000); in the data active = inhibition above about 35%
Apaf1 inhib = inhibitors of human Apaf-1 apoptosome. actives 0.71% (n = 330,000). inhibition, % at 20 µM. AID 489030. reconstituted apoptosome caspase-3 activity, DEVD-Rh110 fluorescence; active = inhibition of at least 40% at 20 µM;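 also: plate controls were DMSO wells for no effect and DEVD-CHO caspase inhibitor wells for full effect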
Target sequence (O14727 whole entry, looked up): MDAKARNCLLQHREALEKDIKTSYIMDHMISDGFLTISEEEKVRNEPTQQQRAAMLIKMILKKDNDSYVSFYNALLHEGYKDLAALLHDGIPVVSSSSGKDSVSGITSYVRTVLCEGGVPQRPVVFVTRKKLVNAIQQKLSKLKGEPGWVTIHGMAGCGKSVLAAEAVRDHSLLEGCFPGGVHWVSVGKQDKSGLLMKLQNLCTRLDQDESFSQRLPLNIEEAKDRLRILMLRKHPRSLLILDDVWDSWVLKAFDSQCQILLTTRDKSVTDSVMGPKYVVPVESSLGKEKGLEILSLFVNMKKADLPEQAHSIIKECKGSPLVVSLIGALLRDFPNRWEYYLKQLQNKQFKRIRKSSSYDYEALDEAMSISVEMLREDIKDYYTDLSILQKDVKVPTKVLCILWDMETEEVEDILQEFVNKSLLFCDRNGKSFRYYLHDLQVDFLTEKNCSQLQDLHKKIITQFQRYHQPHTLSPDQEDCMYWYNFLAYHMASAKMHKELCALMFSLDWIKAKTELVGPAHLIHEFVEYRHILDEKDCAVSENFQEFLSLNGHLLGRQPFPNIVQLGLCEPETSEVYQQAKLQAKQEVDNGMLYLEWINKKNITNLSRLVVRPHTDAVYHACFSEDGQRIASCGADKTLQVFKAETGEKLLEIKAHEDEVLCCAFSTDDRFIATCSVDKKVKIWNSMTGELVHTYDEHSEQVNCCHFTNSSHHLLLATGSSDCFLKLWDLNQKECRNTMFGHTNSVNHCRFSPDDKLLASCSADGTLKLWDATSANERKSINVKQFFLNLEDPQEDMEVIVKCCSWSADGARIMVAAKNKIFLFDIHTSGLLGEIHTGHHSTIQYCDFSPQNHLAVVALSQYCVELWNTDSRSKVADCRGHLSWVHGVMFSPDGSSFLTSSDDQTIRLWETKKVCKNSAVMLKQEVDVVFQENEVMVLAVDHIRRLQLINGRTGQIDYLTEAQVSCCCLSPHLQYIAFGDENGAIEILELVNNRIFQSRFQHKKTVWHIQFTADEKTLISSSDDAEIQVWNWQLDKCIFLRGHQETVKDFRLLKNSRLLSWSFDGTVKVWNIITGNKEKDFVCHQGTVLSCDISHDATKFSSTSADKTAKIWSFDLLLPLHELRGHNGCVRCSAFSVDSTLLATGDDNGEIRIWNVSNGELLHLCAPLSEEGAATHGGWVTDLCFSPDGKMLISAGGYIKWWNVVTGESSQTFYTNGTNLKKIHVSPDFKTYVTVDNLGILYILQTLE
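Material: reconstituted apoptosome with Apaf-1, cytochrome c, caspase-9, procaspase-3, dATP / Buffer or medium: pH 7.5 Hepes buffer with CHAPS, BSA, DTT / Also added: cytochrome c with DEVD-Rh110 / Schedule: compound with Apaf-1, dATP, procaspase-3 30 min, then 50 min reaction, room temperature / Technique: rhodamine 110 fluorescence at Ex 480/Em 540 nm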
SENP7 inh = SENP7 protease inhibition; recombinant SENP7, Z-RLRGG-aminoluciferin luminescence, 40 min; inhibition, % at 5 µM; actives 1.5% (n = 330,000); AID 434973;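 active = inhibition above about 50% at the single test dose, limit read from the data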;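 also: plate controls were DMSO with enzyme for no effect and no enzyme buffer wells for full effect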
Gli-Sufu antag = antagonists of Gli-Sufu signaling | Sufu-KO-LIGHT fibroblasts, Gli luciferase reporter luminescence | inhibition, % at 5 µM | actives 0.74% (n = 340,000) | AID 588413;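 active = inhibition above about 55%, limit read from the data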;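 also: 0% = DMSO-treated cells and 100% = wells with medium but no cells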
HKDC1 inh = blocks human hexokinase HKDC1 activity; Q2TB90; inhibition, % at 20 µM; actives 0.16% (n = 340,000); recombinant HKDC1, G6PDH/diaphorase resazurin coupled fluorescence;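 active = inhibition above about 35% when tested at 20 µM, limit read from the data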;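 also: plate controls were DMSO wells with enzyme for no effect and DMSO wells lacking enzyme for full effect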
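Test system: recombinant HKDC1 (HK5) hexokinase enzyme, produced in-house / Doses: 20 µM test compound, 1% DMSO / Timing: 90 min, room temperature / Detection: G6PDH/diaphorase-coupled fluorescence, 1 mM NADP, 100 µM resazurin, 525/613 nm / Control set: DMSO wells with and without enzyme mix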
Jurkat NFkB inh = inhibitors of the PMA/ionomycin-induced NF-kB reporter in Jurkat cells. PMA/ionomycin-induced NF-kB luciferase reporter, luminescence. inhibition, % at 4 µM. actives 0.53% (n = 330,000). AID 435003
An asterisk follows results filed as active; nt = not tested or not shown. Rule as the data show it, unless noted: active = inhibition above about 50%; inactive = the rest.

SMILES	SENP8 inh	UBC13 polyUb	697 NFkB inh	Apaf1 inhib	SENP7 inh	Gli-Sufu antag	HKDC1 inh	Jurkat NFkB inh
CN(C)C1N(C(=O)c2ccccc2)N=C2c3ccccc3S(=O)(=O)N21 (configuration not stated)	-3	0	11	-6	5	0	10	6
C/C=C(/C)C(=O)OC1CC(C)(C)C[C@H]2C3=CC[C@@H]4[C@@]5(C)CCC(O[C@@H]6O[C@@H](C(=O)O)[C@@H](O)C(O[C@@H]7OC[C@H](O)[C@@H](O)[C@@H]7O[C@@H]7OC(CO)C(O)[C@@H](O)[C@@H]7O)C6O[C@@H]6OC(CO)C(O)C(O)C6O)[C@@](C)(CO)[C@@H]5CC[C@]4(C)[C@]3(C)CC(O)[C@@]12CO (some centres not stated)	1	-16	6	14	3	0	-3	0
CC(=O)c1ccc(NC(=O)c2cn(-c3ccccc3)nc2-c2ccncc2)cc1	-9	-10	-16	11	-9	1	-11	23
CCOC(=O)CCC(=O)N1CCOCCN(C(=O)CCC(=O)OCC)CCOCC1	0	3	-13	3	8	-11	-8	1
Cc1occc1C(=O)N1CCN(C(=O)C2CCCO2)CC1 (configuration not stated)	5	-3	-2	12	9	-1	-5	-14
CC(C)=CC(=O)Nc1nnc(-c2ccccc2)s1	0	-2	-118	-34	2	-97	-10	-96
CC(C)c1ccc(OCC(O)CN2CCCC2)cc1 (configuration not stated)	-11	-4	3	-10	-2	6	0	-16
COC(=O)c1ccc(CSc2ncnc3c2nnn3-c2ccc(OC)cc2)o1	23	8	5	-2	30	3	0	5
COc1ccc(CCNC(=O)COc2cc(=O)n(C)c3ccccc23)cc1OC	1	5	13	-3	2	3	-9	0
COc1ccc(NC(=O)CSc2nc3sc4c(c3c(=O)n2-c2ccc(OC)cc2)CCN(C)C4)cc1	0	19	9	16	4	0	-3	8
CCc1n[nH]c(=S)n1/N=C/c1cc(OC)cc([N+](=O)[O-])c1O	5	-95	11	-1	6	-6	-2	1
COc1cc(OC)c(N(C)S(=O)(=O)c2cccc(C(=O)OCC(=O)NCc3ccco3)c2)cc1Cl	2	-1	10	0	-5	3	-3	8
COC(=O)c1ccc(N2CCN(CCNC(=O)Nc3ccc(OC)cc3)CC2)cc1	-4	2	-13	10	-1	-21	6	9
C/C(=N\NC(=O)c1ccc(Cl)cc1)c1ccccn1	16	1	-123	6	17	80*	-1	98*
COc1ccc(C(=O)Nc2cccc(-c3nc4ncccc4o3)c2C)cc1OC	-4	5	16	-14	-1	0	-1	-17
OC(CN1CCN(Cc2ccccc2)CC1)c1ccc(F)cc1 (configuration not stated)	-5	-6	9	-6	-6	4	14	-2
CCOc1ccccc1C1C(C#N)=C(N)Oc2cc(C)n(Cc3ccccn3)c(=O)c21 (configuration not stated)	7	5	2	-11	9	-1	2	19
O=C(/C=C/c1ccccc1Cl)N1CCOCC1	-8	-1	18	-7	-6	-7	-9	-17
C/C(=N/NC(=O)c1cccs1)c1ccco1	-8	-3	-38	2	20	-27	-8	-38
O=C(NCC1CCCO1)C(c1ccco1)N(Cc1ccc(F)cc1)C(=O)CN1C(=O)c2ccccc2S1(=O)=O (configuration not stated)	0	-2	6	17	5	-1	-4	1
N#Cc1c(-c2cccnc2)cc(-c2ccccc2)nc1N	3	15	29	-7	3	5	1	6
CC1(C)COC(/C=C/c2cccc([N+](=O)[O-])c2)=N1	-2	-5	8	5	-5	-6	11	9
Cc1ccc(C(=O)/C=C/c2cn(CN3CCN(C)CC3)c3ccccc23)cc1	-11	37	-90	8	-4	-24	-4	8
Cn1c(=O)cc(OCC(=O)Nc2ccccn2)c2ccccc21	-3	-5	9	-1	-3	5	-1	5
CC(=O)NC1(C2CCCCC2=O)CCCCC1 (configuration not stated)	0	-3	12	-3	-10	2	0	25
O=C1C2C3C=CC(C4CC34)C2C(=O)N1CCc1ccccc1 (configuration not stated)	-13	-4	-29	5	-6	-23	-4	-19
CNS(=O)(=O)c1cccc(C(=O)OC2CCOC2=O)c1 (configuration not stated)	-4	2	3	2	8	22	-8	-17
O=C(Nc1ccc(N2CCOCC2)cc1)C1CCCN(S(=O)(=O)c2cccc(C(F)(F)F)c2)C1 (configuration not stated)	-3	-8	-4	0	-6	12	-4	-7
COCCn1c(SCC(=O)Nc2nnc(C)s2)nnc1-c1ccncc1	-4	7	12	-10	-3	1	-10	6
CC(=O)Nc1ccc(S(=O)(=O)NC(C)c2ccccc2)cc1 (configuration not stated)	-7	9	2	-6	5	26	-8	2
COc1ccc(C)cc1NC(=O)COC(=O)C1CC1	1	0	-2	-2	5	-1	1	-7
O=C(Nc1cccc(-c2cnc3ccccc3n2)c1)c1ccco1	3	1	-30	-2	7	-3	-5	-9
COc1ccc(S(=O)(=O)N2CCCOC2CNC(=O)C(=O)NC2CCCC2)cc1 (configuration not stated)	2	0	-64	7	-9	-1	-3	-1
Cc1ccc(NC(=O)COc2ccc(S(=O)(=O)N3CCOCC3)cc2)cc1	4	4	12	-7	1	-8	-8	4
CSc1nc(-c2ccco2)cc(C(F)(F)F)c1C#N	5	12	1	10	0	7	1	15
COc1ccc(/C=C2\SC(N)=NC2=O)cc1	2	-4	-18	-13	-1	-11	3	6
O=C(OCC(=O)N1CCOCC1)c1cc(-c2ccccc2)nc2ccccc12	3	8	8	19	5	-56	5	9
Cc1ccc(NC(=O)COc2ccc(N(C)C(=O)C(C)(C)C)cc2)cc1S(=O)(=O)N1CCCCC1	-8	-9	51*	15	-4	68*	11	54*
O=C(NCCCN1CCCC1=O)c1cc2ccccc2o1	2	3	2	-6	-1	-4	-7	7
Cc1onc(-c2c(F)cccc2Cl)c1C(=O)N1C=CC(C(F)(F)Cl)=NCC1	-1	-7	-7	-4	-13	4	7	7

7 compounds already listed, sorted by SMILES length, descending:
SMILES	SENP8 inh	UBC13 polyUb	697 NFkB inh	Apaf1 inhib	SENP7 inh	Gli-Sufu antag	HKDC1 inh	Jurkat NFkB inh
Cc1ccc(NC(=O)COc2ccc(N(C)C(=O)C(C)(C)C)cc2)cc1S(=O)(=O)N1CCCCC1	-8	-9	51*	15	-4	68*	11	54*
Cc1onc(-c2c(F)cccc2Cl)c1C(=O)N1C=CC(C(F)(F)Cl)=NCC1	-1	-7	-7	-4	-13	4	7	7
COc1ccc(S(=O)(=O)N2CCCOC2CNC(=O)C(=O)NC2CCCC2)cc1 (configuration not stated)	2	0	-64	7	-9	-1	-3	-1
Cc1ccc(NC(=O)COc2ccc(S(=O)(=O)N3CCOCC3)cc2)cc1	4	4	12	-7	1	-8	-8	4
O=C(Nc1cccc(-c2cnc3ccccc3n2)c1)c1ccco1	3	1	-30	-2	7	-3	-5	-9
COc1ccc(C)cc1NC(=O)COC(=O)C1CC1	1	0	-2	-2	5	-1	1	-7
COc1ccc(/C=C2\SC(N)=NC2=O)cc1	2	-4	-18	-13	-1	-11	3	6

Going on with the list.
SMILES	SENP8 inh	UBC13 polyUb	697 NFkB inh	Apaf1 inhib	SENP7 inh	Gli-Sufu antag	HKDC1 inh	Jurkat NFkB inh
COc1ccc(N2C(=O)CC(c3ccccc3)CC2=O)cc1	-3	7	13	-1	-2	-10	-3	0
COc1cccc(-c2cc(C(F)(F)F)c3c(N)c(C#N)sc3n2)c1	0	19	-38	-1	86*	nt	nt	3
Cc1ccc(-c2csc(N3CCN(c4cc5c(cc4Cl)nc(C)n5CCN4CCCCC4)CC3)n2)cc1	-8	46*	16	22	-5	7	-5	13
Cc1ccnc(NC(=O)Nc2cccc(F)c2)c1	73*	5	-303	-7	94*	-131	3	-176
O=C(Cn1nnc(-c2ccc3c(c2)OCO3)n1)NCc1ccccc1	1	-1	9	-3	-1	-4	-10	2
O=C(Cc1ccc(F)cc1)N1CCN=C1SCc1cccc([N+](=O)[O-])c1	10	2	-2	-1	0	-2	-4	2
Cc1ccc(N(C(=O)CNC(=O)c2ccco2)C(C(=O)NC2CCCCC2)c2ccncc2)cc1F (configuration not stated)	5	7	9	2	2	-2	0	24
CCCOc1ccc(-c2nc(-c3ccc([N+](=O)[O-])cc3)cs2)cc1	3	-12	-10	10	6	-13	0	-1
O=c1c2ccccc2[nH]c(=S)n1C1CCCCC1	-1	-3	-13	4	7	-1	3	-20
CN(CCC1CCCCO1)C(=O)CCc1nnc(CCc2ccccc2)o1 (configuration not stated)	-3	-8	-3	-13	13	-2	2	-26
Cc1cc(C)c[n+](-c2nc3ccccc3nc2[N-]S(=O)(=O)c2ccc(Cl)cc2)c1	-4	-2	8	-17	-5	6	-8	-10
COc1cccc(C(=O)Nc2cccc(-c3ccccc3)c2)c1	-12	10	8	19	-4	-3	-1	-15
Cc1ccc(/C=N/n2nnnc2N)o1	6	4	8	-11	-4	9	2	14
COc1ccc(CC(NC(C)=O)C(=O)N2CCN(C(=O)Nc3cccc(Cl)c3)CC2)cc1OC (configuration not stated)	-3	4	12	-16	-9	-7	-6	11
CCOC(=O)Cn1cnc2c(nnn2-c2cccc(Cl)c2)c1=O	-1	7	8	-5	-1	5	0	8
C=C(C)CNC(=O)c1ccc2nc(Cc3ccc(OC)cc3)oc2c1	17	0	-131	6	51*	-66	8	-92
COc1cccc(CNS(=O)(=O)c2ccc3c(c2)oc(=O)n3C)c1	-6	-8	-51	5	-15	4	-4	-21
Cc1cc2nc(SCCOC(=O)Nc3cccc(Cl)c3)nc(C)c2cc1C	-10	10	2	-2	-7	-1	-5	12
CC(=O)Oc1ccc(C(=O)Nc2cccc(C(=O)c3cccc(NC(=O)c4ccc(OC(C)=O)cc4)c3)c2)cc1	12	-5	-16	-16	4	-7	6	-5
Cc1cccc(C(=O)NCCc2ccccc2)c1	-5	4	-158	1	7	-70	-2	-101
Cc1cc(NC(=O)CSc2ccc3nnc(CCNC(=O)c4ccccc4)n3n2)no1	-1	14	2	-28	-3	7	0	10
Cc1ccccc1SCC(=O)OCC(=O)N1CC(=O)Nc2ccccc21	4	6	18	3	7	-2	-1	23
O=C(CCl)NNc1nc(-c2ccccc2)c2cc(Cl)ccc2n1	0	-11	18	-2	4	6	13	-3
O/N=C1\CCCc2oc3c(c21)CCCC3	10	7	8	0	3	-5	-8	7
CCOC(=O)c1c2n(c3ccc(O)cc13)CCCCC2	2	26	-15	1	4	-1	1	-10
O=C(COC(=O)/C=C/c1cccc(F)c1)Nc1ccc2[nH]c(=O)[nH]c2c1	2	1	-10	1	-5	1	0	13
CCN(CC)C(=O)CSc1nc(OC)cc(=O)[nH]1	-6	6	8	11	7	-10	-9	-4
NC(=O)c1ccc(NCCCN2CCOCC2)c([N+](=O)[O-])c1	4	-20	10	-16	-1	-15	-15	-1
CCOC(=O)C1=CC[C@H]2c3c(c4ccccc4n3C)C[C@H]1N2C	1	-3	-8	-5	5	-2	6	-13
Cc1ccc(S(=O)(=O)CC(=O)c2ccc3c(c2)OCCO3)cc1	-7	2	17	-2	-5	7	-4	0
CCOC(=O)c1ccc(COC(=O)c2cc(=O)[nH]c3ccccc23)o1	-8	-2	15	21	-12	13	-3	-3
O=C(c1cc2ccccc2oc1=O)N(Cc1cccs1)CC1CCCO1 (configuration not stated)	-6	-8	-4	2	-6	6	-7	-16
O=C(Nc1ccc2c(c1)OCO2)[C@@H]1[C@@H]2C(=O)N(C3CCCCC3)C(=O)[C@@H]2C2c3ccccc3C=CN21 (some centres not stated)	5	-5	-5	42*	2	nt	nt	-31
O=[N+]([O-])c1cc(C(F)(F)F)ccc1N1CCN(S(=O)(=O)c2ccc3ccccc3c2)CC1	-2	-8	-11	10	0	6	-3	23
CC(=O)Nc1ccc(NC(=O)C2CCN(S(=O)(=O)c3ccc4c(c3)OCCO4)CC2)cc1	-11	-5	14	1	-5	0	-3	2

Compound activity (PubChem BioAssay)
